From PubChem BioAssay
POLI inh: DNA polymerase iota (human) inhibition; 390,000 tested, 1% active; Q9UNA4; Potency, µM (top dose mostly 115 µM), for the others: at the highest dose activity, negative = inhibition, actives largely listed as inhibitors; Pol iota fluorescent replication assay, 10 min; note: potency is the fitted concentration of half-maximal effect
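Pol iota at 10 nM preincubated 15 min with compounds at room temperature; reaction started with fluorescent substrate, 50 nM final. Fluorescence read kinetically at 0 and 10 min; buffer-only wells as negative control.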
ALOX12 inh: ALOX12 (human) lipoxygenase inhibition. P18054. purified 12hLO, xylenol orange hydroperoxide absorbance. Potency, µM (titrated, usually from 108 µM), for inactives: at the highest dose activity change, negative = inhibition, most hits filed as inhibitors. 580,000 tested, 1.1% active. AID 1671190; note: potency is the fitted concentration of half-maximal effect; % is set by controls: 0 for no effect and ±100 for the full control effect
Target sequence (P18054 whole entry, looked up): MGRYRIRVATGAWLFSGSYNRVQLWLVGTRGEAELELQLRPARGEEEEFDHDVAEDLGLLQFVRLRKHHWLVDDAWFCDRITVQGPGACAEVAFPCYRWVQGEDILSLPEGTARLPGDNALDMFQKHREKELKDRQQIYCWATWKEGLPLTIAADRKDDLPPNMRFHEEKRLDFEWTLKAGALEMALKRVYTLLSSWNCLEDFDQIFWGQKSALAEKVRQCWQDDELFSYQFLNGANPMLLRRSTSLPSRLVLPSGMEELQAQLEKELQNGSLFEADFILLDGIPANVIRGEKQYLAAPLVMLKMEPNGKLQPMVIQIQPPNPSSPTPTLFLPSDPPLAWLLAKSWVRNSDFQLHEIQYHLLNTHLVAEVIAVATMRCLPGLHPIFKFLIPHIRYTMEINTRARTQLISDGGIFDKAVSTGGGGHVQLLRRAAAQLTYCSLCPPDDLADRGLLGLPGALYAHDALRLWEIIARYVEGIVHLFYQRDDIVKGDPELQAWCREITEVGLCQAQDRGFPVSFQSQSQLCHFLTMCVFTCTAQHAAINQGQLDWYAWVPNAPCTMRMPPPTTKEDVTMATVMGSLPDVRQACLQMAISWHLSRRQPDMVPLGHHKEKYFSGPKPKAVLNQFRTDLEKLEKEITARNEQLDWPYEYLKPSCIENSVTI
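Hydroperoxide product was detected by ferrous iron/xylenol orange as the 573 to 405 nm absorbance ratio. Arachidonic acid at 40 uM (final) was turned over for 30 min at room temperature by 150 nM human 12hLO, pH 7.0 Hepes buffer, after 15 min compound preincubation.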
POLB inh: DNA polymerase beta (human) inhibition; P06746; Pol beta primer extension/strand displacement, fluorescence kinetic; Potency, µM (series often up to 114 µM), without a hit: at the top dose activity change, negative = inhibition, most hits filed as inhibitors; 340,000 tested, 1.3% active; AID 485314; note: potency is the fitted concentration of half-maximal effect; % is set by controls: 0 for no effect and ±100 for the full control effect
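Pol beta (10 nM) was preincubated with compound for 15 min at room temperature. The reaction was then started with 50 nM substrate and read immediately and after a further 10 min at room temperature.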
ERG-DNA inh: blocks human ERG Ets domain binding to DNA | P11308 | fluorescence polarization, His-ERG Ets domain / labelled DNA | Potency, µM (titrated, usually from 76.9 µM), for the others: at the highest dose FP activity, negative = inhibition, usual class: inhibitors | 370,000 tested, 0.028% active; active = well fitted inhibition curve with a large enough effect in the polarisation, with a control signal flat; inconclusive = small, poorly fitted or top-dose-only effect, or effect the other way, or a change in a side signal; inactive = no such curve, though single readings can be large or run the other way; the % refers to the polarisation;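 note: polarization taken with two DNA probes labelled with fluorescein and Texas red; potency is the fitted concentration of half-maximal effect; % of control where 0% means no effect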
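His-tagged ERG Ets domain (1 uM in the protein solution; 300mM KCl, 50mM Tris-HCl, 1mM EDTA, 1mM DTT, pH 7.5) received compound, then a probe mix of 5 nM fluorescein-DNA and 100nM Texas-615-DNA. Fluorescence polarization was read for both dyes.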
TRHR agonist: agonists of human TRH receptor. P34981. 360,000 tested, 0.18% active. AID 493084. TRHR cells, calcium flux fluo-8, FDSS agonist mode. activation, % at 2 µM; in the data active = activation above about 30%; note: 0% is about no effect
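Steps: seed TRHR cells overnight; add fluo-8 no-wash Ca dye, RT 30 min–1.5 h; record 10 s baseline; pin-transfer compounds; monitor fluorescence 1 cycle/s for the agonist window. Calcium increases flag candidate agonists.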
Apoferritin bind: binds horse apoferritin like a general anesthetic | apoferritin/1-aminoanthracene competitive binding, fluorescence | Potency, µM (doses to about 77.5 µM), for inactives: at the top dose activity change, negative = displacement, usual class: inhibitors | 350,000 tested, 0.074% active | AID 485281; note: potency is the fitted concentration of half-maximal effect; % is set by controls: 0 for no effect and ±100 for the full control effect; nearly all actives have a fitted effect of over 20% in size
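Probe: 1-aminoanthracene (50% saturated, PBS). Protein: horse-spleen apoferritin, 10 uM. Incubation: 10 min, room temperature. Detection: 380 nm excitation, 535 nm emission. Analysis: normalized response, four-parameter Hill.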
Pol kappa inh: DNA polymerase kappa (human) inhibition | Potency, µM (top dose mostly 107 µM), for inactives: at the top dose activity, negative = inhibition, most hits filed as inhibitors | purified Pol kappa, fluorescent DNA synthesis assay, 10 min | 400,000 tested, 0.53% active; note: potency is the fitted concentration of half-maximal effect; % is set by controls: 0 for no effect and ±100 for the full control effect
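Kinetic fluorescence readout at 0 and 10 min followed reaction start with substrate at 50 nM final. Beforehand, enzyme (10 nM Pol kappa) stood 15 min with compound at room temperature; buffer-only wells were negative controls.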
APE1 inh: inhibitors of human APE1 endonuclease; 350,000 tested, 0.35% active; Potency, µM (series often up to 65.8 µM), for the others: top-dose activity change, negative = inhibition, most hits filed as inhibitors; P27695; recombinant APE1, TAMRA/BHQ-2 abasic DNA cleavage fluorescence;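 note: potency is the fitted concentration of half-maximal effect; plate controls were vehicle for no effect and reference inhibitor for full effect; nearly all actives have a fitted effect of over 55% in size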
Target sequence (P27695 whole entry, looked up): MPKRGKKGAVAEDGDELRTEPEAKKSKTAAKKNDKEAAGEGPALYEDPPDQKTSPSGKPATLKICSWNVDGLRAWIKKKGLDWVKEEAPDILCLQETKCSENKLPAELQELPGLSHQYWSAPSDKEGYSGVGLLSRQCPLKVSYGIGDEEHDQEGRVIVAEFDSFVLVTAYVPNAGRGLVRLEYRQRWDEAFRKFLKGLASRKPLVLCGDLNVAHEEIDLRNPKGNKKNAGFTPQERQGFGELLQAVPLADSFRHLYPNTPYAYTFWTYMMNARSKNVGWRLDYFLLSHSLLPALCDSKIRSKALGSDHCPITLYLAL
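APE1 at 0.75 nM final was preincubated with compound 15 min at room temperature, then 50 nM double-stranded THF abasic-site substrate (5'-TAMRA/3'-BHQ-2) was added. Fluorescence (ex 525/em 598 nm) was read kinetically; third-minus-first read gave activity.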
BLM inh: inhibitors of human Bloom syndrome helicase BLM. Potency, µM (doses to about 56.1 µM), for inactives: top-dose activity change, negative = inhibition, most hits filed as inhibitors. AID 2528. recombinant BLM DNA unwinding, fluorescence dequenching. 350,000 tested, 0.2% active;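 note: potency is the fitted concentration of half-maximal effect; plate controls were vehicle for no effect and no enzyme for full effect; nearly all actives have a fitted effect of over 35% in size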
* marks the source's active call; other numbers are inactive results; ? = inconclusive; . = not tested or not shown; & = joins results of further samples; [ ] = remark or other dose. Unless noted, calls come from the whole dose curve; as a rule, active = well fitted curve in the direction sought with a large enough effect; inconclusive = small, poorly fitted or top-dose-only effect, or another doubt; inactive = no such curve, though single readings can be large; an effect the other way counts as inactive or inconclusive. The list is partial (hit frequency here may not be typical).

The line under a structure holds: POLI inh, ALOX12 inh, POLB inh, ERG-DNA inh, TRHR agonist, Apoferritin bind, Pol kappa inh, APE1 inh, BLM inh
1. c1ccc(CN2CCC(N3CCN(Cc4ccc5c(c4)OCO5)CC3)CC2)cc1
    20%, -10%, 5%, 3%, 0.3, 2%, -3%, -3%, -2%
2. Cc1ccc(SCC(=O)N(Cc2nc(-c3ccccc3)no2)C(C)C)cc1
    1%, -23%, 1%, 1%, 0.3, -9%, -15%, -4%, -8%
3. COc1ccc(/C=C(\C)c2nc(C)c(-c3ccccc3)c(=O)[nH]2)cc1
    55%[activator], -2%, 0%, -1%, -0.3, -2%, -10%, -3%, -4%
4. CCSc1ccccc1C(=O)N=C1NC(=O)CC2C(=O)NCCN12 (configuration not stated)
    -8%, 21%, 14%, -9%, 0.4, -4%, -11%, 8%, -1%
5. Cc1ccc(N(C)S(=O)(=O)c2ccc(-c3cnc(C4CC4)o3)cc2)cc1
    -4%&12%, 13%&-6%, 7%&20%, -15%&-12%, 1.0&0.7, 4%&59%, -6%, 18%, -8%&-8%
6. CCC(=O)Nc1cc(NC(=O)CSc2nnc(C(C)C)n2CC)ccc1C
    33%[activator], 2%[57.4 µM], 3%, -3%, 0.5, -7%, -15%, 15%, -1%
7. Cc1cc(Cl)ccc1NC(=O)Cn1cncn1
    4%, -1%, 36%[activator], -9%, -0.1, -7%, -20%, 17%, -1%
8. CCN(C(=O)COC(=O)/C=C/c1ccc2c(c1)OCO2)c1c(N)n(Cc2ccccc2)c(=O)[nH]c1=O
    8%, 339%[activator], ., 10%, ., ., -11%, ., .
9. CC1CCc2c(sc(NC(=S)NC(=O)c3ccccc3)c2C#N)C1 (configuration not stated)
    -16%, -10%, 0%, 3%, 1.4, 2%, -8%, 0%, -3%
10. COc1cc(-c2csc(N3CCOCC3)n2)cc(OC)c1OC
    -3%, 53%[activator], -5%, -10%, -0.3, -16%, -12%, -6%, -12%
11. COCCNC(=O)CSc1ccccc1C(=O)NC1CCCc2ccccc21 (configuration not stated)
    51%[activator], 12%, 44%, -2%, 0.2, -3%, -12%, 7%, -2%
12. CCOc1nc(-c2ccncc2)nc2ccccc12
    19%, -5%, 1%, -2%, -0.2, -18%, -4%, 4%, -10%
13. O=C(NCc1cccs1)C1CC(=O)N(c2ccc(Cl)cc2)C1 (configuration not stated)
    135%[activator], 95%, 18%, 13%, -0.1, -1%, 4%, 23%, 5%
14. Cc1ccc(S(=O)(=O)N(C)CC(=O)OCC(=O)NC(=O)NC(C)C)cc1
    62%[activator], -17%, -6%, 4%, -1.1, 32%, -10%, 11%, 1%
15. CC(C)CN(C(=O)COc1ccc(Br)cc1C=O)C1CCS(=O)(=O)C1 (configuration not stated)
    -11%, -1%, ., -2%, 2.1, ., -8%, -1%, .
16. O=C(COc1ccc(NC(=O)c2cccs2)cc1)c1ccc(F)cc1
    7%, 432%[activator], ?, 5%, -1.1, -9%, -11%, -24%, -7%
17. Cn1c(=O)c(=O)n(C)c2cc(S(=O)(=O)N3CCCCC3)ccc21
    0%, 8%, -4%, -3%, 0.8, 3%, -8%, 1%, -7%
18. OCCNCCNCc1ccccc1OCc1ccccc1
    9%, -4%, 4%, 13%, 0.7, -12%, 13%, 0%, 5%
19. CN(Cc1ccccc1)C(=O)c1nc2ccccn2c1CNCCOc1cccnc1
    -27%, 12%, 8%, 10%, 0.8, -6%, 3%, -1%, -1%
20. O=C(Nc1ccc(F)cc1F)c1sccc1SCc1cccc(C(F)(F)F)c1
    -3%, 6%, 12%, -9%, 2.3, ?, -9%, -1%, -8%
21. C=CCn1c(SCc2ccc(F)cc2)nc2c1c(=O)[nH]c(=O)n2C
    64%[activator], -19%&12%, 49%, 0%, -0.4, -11%, 3%, 13%, 0%
22. CN(Cc1ccccc1)C(=O)c1ccc(NC(=O)Cc2ccc(NC(=O)C3CCN(C(=O)C4CCC4)CC3)cc2)cc1
    -19%, 1%, ., 1%, ., ., -6%, ., .
23. Cc1cc(C(=O)Nc2ccc(F)c(Cl)c2)on1
    53%[activator], 0%, 24%, -6%, 1.8, -13%, 10%, 25%, -4%
24. NC1=NC2(CCCC2)N=C(Nc2ccccc2)N1
    -13%, -3%, -4%, 1%, 0.9, 6%, -2%, -2%, 2%
25. CC(NC(=O)NC1CCCCC1)C(c1cccs1)N1CCOCC1 (configuration not stated)
    2%, 20%, 11%, -10%, 0.0, -9%, 0%, 1%, 3%
26. COc1ccc(S(=O)(=O)N2CCN(Cc3ccc(Cl)cc3)CC2)cc1
    5%, ?, ?, ., -1.2, -15%, -15%[60.1 µM], -3%, -9%
27. CCOc1ncccc1C(=O)NCCCSc1ccccc1
    201%[activator], ?, 13%, 4%, -0.8, -10%, -13%, 11%, 0%
28. O=C(CNC(=O)c1ccccc1)Sc1ccccc1
    -19%, -12%, ., -6%, ., ., -7%, ., .
29. CC1CCc2sc3c(c2C1)c1ncnn1c(=O)n3CC(=O)c1ccc(Br)cc1 (configuration not stated)
    18%, -23%, ., -11%, ., ., -3%, ., .
30. COc1cccc(N2CCN(c3ccc(N4C(=O)CCC4=O)cc3[N+](=O)[O-])CC2)c1
    52%[activator], -2%, 10%, 3%, 0.0, -13%, -2%, 8%, -13%
31. CCOc1ccc(NC(=O)CSCC(=O)O)cc1
    17%, 0%, 0%, 1%, 0.8, 0%, -16%, 3%, 0%
32. Cc1cc(NC(=S)NC(=O)c2ccco2)c2ccccc2n1
    136%[activator], ?, 2%, -4%, -0.4, -6%, -8%, -7%, 3%
33. O=C(Nc1ccccc1)Nc1nnc(CSCc2ccccc2Cl)s1
    16%, -7%, 0%, -3%, 1.0, -1%, -3%, 0%, 2%
34. O=c1cc(N2CCN(c3ccc(F)cc3)CC2)[nH]c(=O)n1Cc1ccc(F)cc1
    -1%, 40%[activator], 0%, 1%, -0.3, -13%, -9%, 3%, -2%
35. CC(=O)c1ccc(NC(=O)C2(S(=O)(=O)c3ccccc3)CC2)cc1
    ?, -7%, 0%, 4%, 0.4, -4%, -4%, -3%, -3%
36. COc1ccc(NC(=O)N2CC[C@@]3(CCCN(C(=O)c4cccc(F)c4)C3)C2)cc1
    ., -2%[57.4 µM], ., ., ., ., 7%[60.1 µM], 1%, -2%
37. CCOC(=O)CCc1c(C)n(CC)c2ncnn2c1=O
    -5%, 13%, 6%, -4%, 0.3, -8%, -16%, 10%, 4%
38. COc1ccc(CCNC(=O)CCC(=O)Nc2ccccc2[N+](=O)[O-])cc1OC
    36%[activator], -19%, 32%, 4%, 0.3, 4%, 4%, 21%, -2%
39. C=CCN1C(=O)NC2(O)C(=O)c3ccccc3C12O (configuration not stated)
    17%, 6%, -3%, 6%, 0.7, 28%, 4%, 10%, -3%
40. Cc1ccc(C(=O)N(Cc2ccco2)c2ccccn2)cc1
    13%, -17%, 0%, -7%, 2.3, -13%, 13%, ., 0%

Ordered by length of the SMILES (rising): part of the list above.
The line under a structure holds: POLI inh, ALOX12 inh, POLB inh, ERG-DNA inh, TRHR agonist, Apoferritin bind, Pol kappa inh, APE1 inh, BLM inh
37. CCOC(=O)CCc1c(C)n(CC)c2ncnn2c1=O
    -5%, 13%, 6%, -4%, 0.3, -8%, -16%, 10%, 4%
39. C=CCN1C(=O)NC2(O)C(=O)c3ccccc3C12O (configuration not stated)
    17%, 6%, -3%, 6%, 0.7, 28%, 4%, 10%, -3%
40. Cc1ccc(C(=O)N(Cc2ccco2)c2ccccn2)cc1
    13%, -17%, 0%, -7%, 2.3, -13%, 13%, ., 0%
32. Cc1cc(NC(=S)NC(=O)c2ccco2)c2ccccc2n1
    136%[activator], ?, 2%, -4%, -0.4, -6%, -8%, -7%, 3%
35. CC(=O)c1ccc(NC(=O)C2(S(=O)(=O)c3ccccc3)CC2)cc1
    ?, -7%, 0%, 4%, 0.4, -4%, -4%, -3%, -3%
38. COc1ccc(CCNC(=O)CCC(=O)Nc2ccccc2[N+](=O)[O-])cc1OC
    36%[activator], -19%, 32%, 4%, 0.3, 4%, 4%, 21%, -2%
36. COc1ccc(NC(=O)N2CC[C@@]3(CCCN(C(=O)c4cccc(F)c4)C3)C2)cc1
    ., -2%[57.4 µM], ., ., ., ., 7%[60.1 µM], 1%, -2%

Going on with the list.
The line under a structure holds: POLI inh, ALOX12 inh, POLB inh, ERG-DNA inh, TRHR agonist, Apoferritin bind, Pol kappa inh, APE1 inh, BLM inh
41. CCN1C(=O)/C(=C2/C=Cc3cc(C)ccc3N2CC)N(C)C1=S
    23%, -12%, 1%, 1%, -0.5, -14%, -10%, 2%, -11%
42. Cc1cc(/C=N/n2cnnc2)c(C)n1-c1cccc(C(=O)O)c1
    -10%, -14%, 26%, ., -0.7, -4%, -5%, 3%, -4%
43. CC1CN(S(=O)(=O)c2ccc(C(=O)Nc3nncs3)cc2)CC(C)O1 (configuration not stated)
    30%, 9%, ., -5%, ., ., -19%, 14%, .
44. CCOC(=O)CC1(NC(=O)c2cc(COc3ccc(F)c(F)c3)on2)CCCCC1
    -13%, -8%, 8%, -6%, 1.9, 10%, -28%, -7%, -10%
45. CC(NC(=O)CCNC(=O)c1ccccc1Cl)C1CC2CCC1C2 (configuration not stated)
    20%, -4%, 4%, 1%, 0.3, -8%, -6%[60.1 µM], -3%, 1%
46. O=[N+]([O-])c1ccc(Cc2nnc(-c3ccccc3Cl)o2)cc1
    57%[activator], 0%, ?, 1%, 0.4, -20%, 6%, -1%, -5%
47. O=C(NCCSCc1c(F)cccc1Cl)c1ccco1
    8%, 17%, 1%, -7%, -1.3, ?, -12%, 1%, -11%
48. COc1ccc(NC(=O)CSC2=Nc3ccccc3N=C(c3ccc(F)cc3)C2)cc1OC
    39%[activator], -19%, -10%, 3%, 0.1, -15%, -9%[60.1 µM], ., 0%
49. O=C(Nc1ccc(Cl)cc1C(=O)NCc1cccnc1)c1ccco1
    ?, 2%, -2%, 7%, -0.5, -5%, -4%, -2%, -1%
